Bioassay records deposited in PubChem by NCI.
Growth percent in the NCI-60 one-dose screen (48 h, 10 µM unless noted): 100 = growth as untreated, 0 = no growth, -100 = all killed.
OVCAR-3: OVCAR-3 ovarian cancer. hit rate 7% among 79,000. AID 1794787
U251: U251 CNS tumor cells; hit rate 5.4% among 80,000; AID 1794753
SF-539: SF-539 CNS cancer; hit rate 6.8% among 81,000; AID 1794752
DU-145: DU-145 prostate cancer | hit rate 4.2% among 81,000 | AID 1794760
SF-295: SF-295 CNS cancer cells; hit rate 5.6% among 79,000; AID 1794758
SNB-19: SNB-19 CNS cancer cells | AID 1794751 | hit rate 2.5% among 81,000
OVCAR-8: OVCAR-8 ovarian cancer. hit rate 4.4% among 81,000
PC-3: PC-3 prostate cancer cells; hit rate 3.9% among 80,000
SF-268: SF-268 CNS cancer cells; AID 1794759; hit rate 3.1% among 82,000
* = called active by the depositor; x = not tested or not shown. How the source made its calls: active means growth percent below 10; inactive means the rest. Random draw from the library. Share with any hit: about 10%.

mol,OVCAR-3,U251,SF-539,DU-145,SF-295,SNB-19,OVCAR-8,PC-3,SF-268
Cc1[nH]c(-c2nc3ccccc3[nH]2)c(C)c1C(=O)NN,109,98,100,109,101,98,96,97,100
CCOC(=O)CCCC(=O)C(CCc1cccc2ccccc12)(C(=O)OCC)C(=O)OCC,103,104,96,110,107,94,106,90,106
Nc1c(C(=O)Nc2ccccc2-c2cn(CCCN3CCOCC3)nn2)sc2nc3c(cc12)CCCCC3,106,79,94,105,114,115,82,95,94
COC(=O)C1=C(C(=O)OC)C23C=C(C)C1C2=C(C)C1(CC1)[C@@](C)(O)C3=O (some centres not stated),-2.4*,2.1*,-40*,2.6*,-4.0*,7.2*,13,12,7.2*
CCCCOC(Cc1ccccc1)OCCCC,107,110,107,109,105,107,105,94,95
CC(=O)Nc1ccc(N2C(=O)CSC23C(=O)Nc2ccccc23)cc1 (configuration not stated),111,99,95,115,93,100,96,82,111
c1cc[n+](Cc2c3ccccc3cc3c2ccc2ccccc23)cc1,36,6.6*,14,57,4.4*,6.3*,40,42,7.4*
CCOC(=O)c1cc2c(n(C)c1=O)-c1cnn(-c3ccc(Cl)cc3)c1CC2,108,x,89,112,94,93,100,96,109
CC(C)[C@@H]1NC(=O)[C@]2(C)CSC(=N2)c2ccnc(c2)CNC(=O)C[C@@H](/C=C/CCS)OC1=O,-6.2*,-67*,17,11,-1.4*,24,-3.8*,18,13
Cc1ccc(-c2nc(C#N)c(S(=O)(=O)N3CCN(S(=O)(=O)c4ccc(Cl)cc4)CC3)o2)cc1,114,62,70,97,110,69,82,101,76
CS(=O)(=O)c1ccc(-c2nc3ccccc3n2CC(=O)c2n[nH]c(=S)o2)cc1,101,105,106,101,97,101,98,97,96
O=c1[nH]c(CNc2ccc(S(=O)(=O)Nc3ncccn3)cc2)nc2ccccc12,105,98,89,118,101,104,99,93,100
COc1cc2cc3c(nc2cc1OC)CCN3Cc1ccc(NC(=O)c2cc(C(F)(F)F)cc(C(F)(F)F)c2)cc1,88,84,92,101,90,86,81,66,89
NNc1ccc([N+](=O)[O-])cn1,119,100,99,125,108,106,98,87,102
Cc1cc(C(=O)c2ccc(Cl)cc2)ccc1O,99,101,93,98,90,116,86,x,92
COc1cc2c(c(OC)c1OC)C(=O)CC(c1cccc(C(=O)Nc3ccncc3)c1)O2 (configuration not stated),86,95,99,92,91,97,85,80,90
S=c1n(CN2CCCC2)nc(-c2ccccc2)n1Cc1ccccc1,101,89,94,114,98,90,99,88,108
COc1ccccc1C(=O)C(O)c1ccccc1OC (configuration not stated),109,97,97,105,98,105,103,93,100
Cc1onc(-c2ccccc2)c1C(=O)Nc1sc(C(C)C)cc1C(N)=O,105,87,96,103,x,113,92,89,100
CCN1CCN(Cc2ccc(C(=O)Nc3nc4ccc(Oc5ccnc(C(=O)NC)c5)cc4s3)cc2C(F)(F)F)CC1,x,42,-42*,79,35,67,61,46,78

Rewritten field by field: part of the list above
> Cc1onc(-c2ccccc2)c1C(=O)Nc1sc(C(C)C)cc1C(N)=O
  OVCAR-3 = 105; U251 = 87; SF-539 = 96; DU-145 = 103; SF-295 = x; SNB-19 = 113; OVCAR-8 = 92; PC-3 = 89; SF-268 = 100
> CS(=O)(=O)c1ccc(-c2nc3ccccc3n2CC(=O)c2n[nH]c(=S)o2)cc1
  OVCAR-3 = 101; U251 = 105; SF-539 = 106; DU-145 = 101; SF-295 = 97; SNB-19 = 101; OVCAR-8 = 98; PC-3 = 97; SF-268 = 96
> COc1ccccc1C(=O)C(O)c1ccccc1OC (configuration not stated)
  OVCAR-3 = 109; U251 = 97; SF-539 = 97; DU-145 = 105; SF-295 = 98; SNB-19 = 105; OVCAR-8 = 103; PC-3 = 93; SF-268 = 100
> COc1cc2c(c(OC)c1OC)C(=O)CC(c1cccc(C(=O)Nc3ccncc3)c1)O2 (configuration not stated)
  OVCAR-3 = 86; U251 = 95; SF-539 = 99; DU-145 = 92; SF-295 = 91; SNB-19 = 97; OVCAR-8 = 85; PC-3 = 80; SF-268 = 90

Further results:
mol,OVCAR-3,U251,SF-539,DU-145,SF-295,SNB-19,OVCAR-8,PC-3,SF-268
NC(CSC(c1ccccc1)(c1ccccc1)c1ccccc1)C(=O)O (configuration not stated),16,14,10,30,x,50,23,20,43
O=C(N[C@@H]1CCCc2ccccc21)[C@H](CCC(=O)N1CCN(C2CCCCC2)CC1)N1C(=O)[C@@H](N2C(=O)OC[C@@H]2c2ccccc2)[C@H]1/C=C/c1ccccc1,33,31,4.6*,58,30,39,54,12,16
C=CCNc1ccccc1,116,106,104,122,138,91,107,85,104
CCOC(=O)/C=C/c1nc(C#N)c(N(C)C)o1,109,93,111,110,96,90,97,94,101
CC/C(=C(\CC)c1ccc(OC)cc1)c1ccc(OC)cc1,106,98,97,107,100,100,101,97,104
Nc1n[nH]c2cccc(C#Cc3cccc(NC(=O)c4cc(N5CCOCC5)cc(C(F)(F)F)c4)c3)c12,67,56,25,65,69,84,46,69,56
Cc1cc(C)cc(NCCC#N)c1,105,105,104,114,103,97,126,x,105
N#C/C(=C\c1c(Cl)cccc1Cl)c1nc2ccccc2[nH]1,106,92,90,109,85,99,92,88,106
O=C(c1ccccc1)C1OC1C(=O)c1ccccc1 (configuration not stated),35,28,24,1.5*,73,93,25,51,40
CSC(=S)c1c(O)[nH]c2ccccc12,108,96,100,112,101,105,100,100,100
NS(=O)(=O)c1ccc(Nc2ccnc(SCC(=O)c3ccc(-c4ccccc4)cc3)n2)cc1,113,100,99,109,97,100,101,90,119
Cc1cccc(C)c1N=c1oc2ccc(Cl)cc2nc1-c1ccccc1O,102,94,99,120,106,109,91,89,92
Nc1ccc(S(=O)(=O)Nc2cc(F)cc(F)c2)cc1,111,98,86,95,103,104,102,109,130
O=C(c1ccc(O)cc1)C1[C@H](c2ccccc2Br)[C@@H](c2ccccc2)NC12C(=O)Nc1ccc(Br)cc12 (some centres not stated),7.2*,26,49,70,27,53,49,23,40
COc1nc(N(C)O)nc(N(C)O)n1,9.3*,27,20,24,61,32,27,43,31
COc1ccc(-c2nc(-c3nc4ccc(F)cc4[nH]3)c3ccccn23)cc1,81,67,90,77,51,65,46,35,75
Nc1c(C(=O)Nc2ccncc2)sc2nc3c(cc12)C(O)CCC3 (configuration not stated),119,92,96,97,106,95,99,95,95
COC(=O)c1nc(-c2ccc(C)cc2)oc1N1CCOCC1,107,100,96,98,99,95,107,110,98
COc1cc2c(=O)n(CCCN(C)C)c3c4cc[nH]c4ncc3c2cc1OC,49,35,73,31,29,37,28,33,28
N#Cc1c(-c2cccs2)cc(-c2cnccn2)nc1SCC(=O)c1ccc(Br)cc1,107,107,88,94,102,106,104,90,90
O=C(/C=C/Nc1ccc2oc(=O)ccc2c1)c1cc2cc(Br)ccc2oc1=O,122,102,97,122,102,98,104,98,107
Fc1ccc(NC2=NCCN=C(Nc3ccc(F)cc3)SS2)cc1,92,80,99,87,86,87,93,83,90
Cc1ccnc2c1ccc1c(C)ccnc12,25,7.5*,-3.7*,27,18,22,12,22,23
CCCCCCCCCNc1ccc(C(=O)O)cc1,111,97,99,112,108,100,100,104,90
COc1ccc(NC(=O)Nc2ccc(OCC(=O)c3ccc(Cl)cc3)cc2)cc1,106,103,91,105,109,95,102,90,99
O=c1[nH]c(CN/N=C/c2ccc(Cl)cc2)nc2ccccc12,103,93,101,98,95,96,98,93,93
O=C(Nc1ccc(S(=O)(=O)N2CCSCC2)cc1)C(Cl)Cl,99,89,96,95,105,88,105,100,92
COc1ccc(/C=N/NC(=O)c2cnn(CC(O)c3ccccc3)c2N)cc1OCc1ccccc1 (configuration not stated),76,74,89,86,88,86,44,55,83
CCOC(=O)c1c(C)oc2ncnc(Nc3ccc(OCc4ccccn4)c(Cl)c3)c12,118,101,95,99,98,99,109,105,105
CCN(C)S(=O)(=O)Nc1cccc(Nc2ncnc3cc(NC(=O)CCl)ccc23)c1Cl,-65*,-77*,-40*,-50*,15,17,2.0*,0.2*,7.1*
O=C1CC(c2cccc(F)c2)c2cnn(Cc3ccc4c(c3)OCO4)c2N1 (configuration not stated),112,91,100,103,99,92,93,72,96
Cc1cc(=O)[nH]c(NN=C2CCCC2)n1,110,120,107,112,108,108,112,81,112
O=C(Sc1ccccc1C(=S)S)c1cccnc1,99,96,109,100,104,101,92,105,99
COC(=O)CC(N)C(=O)OC (configuration not stated),110,x,108,113,96,103,100,92,103
CCN(CC)Cc1cc(C(C)(C)C)cc(-c2ccccc2)c1O,111,106,115,115,100,109,107,105,105
Cc1ccc(-c2nc3ccc(C(=O)N=Nc4c(O)[nH]c5ccccc45)cc3[nH]2)cc1,116,105,100,110,104,100,100,105,114
C=CCNC(=S)n1nc(SC)c(C(=O)OCC)c1N,107,105,100,113,106,109,104,101,103
Sc1cccc2cccnc12,18,23,54,27,47,43,27,44,34
c1cc2[nH]ncc2cc1-c1nc2ccc3[nH]ncc3c2c2c1CCC2,56,44,45,54,81,70,54,55,56
COc1ccccc1-n1c(-c2cc3ccccc3nc2Cl)noc1=O,94,88,89,101,74,x,93,68,95
O=C1c2cccc3cccc(c23)C(=O)N1Nc1nc(Nc2ccc(F)cc2)nc(N2CCOCC2)n1,112,x,103,87,104,100,103,97,97
COC(=O)c1cc(-c2ccc(Cl)c(Cl)c2)[nH]c(=O)c1C#N,116,97,101,108,96,x,101,102,102
CNc1cc(S(=O)(=O)O)ccc1C,103,100,103,109,85,111,113,99,103
O=C(Cc1ccccc1)Nc1ccc(-c2nc3ccccc3c(=O)[nH]2)cc1,95,83,95,110,106,97,84,92,84
COc1ccc(-n2c(SCc3cc(OC)c(OC)c(OC)c3)nc3cc(OC)c(OC)cc3c2=O)cc1,95,100,96,89,91,x,92,79,73
O=c1c2ccccc2[nH]c2c3c(cn12)nc1ccccn13,103,102,99,107,93,100,106,108,106
O=C(COc1ccc(/C=C2\C(=O)Nc3cc(Cl)ccc32)cc1)NC1CCCCC1,x,85,83,95,97,89,89,80,89
CCN(CC)S(=O)(=O)c1ccc(S(=O)(=O)N2CCC[C@@H](C(=O)N3CCN(c4nc(C(C)C)no4)CC3)C2)cc1,76,85,74,63,53,64,61,76,69
C/C(Cc1ccc(Cl)cc1)=C(\c1ccc(O)cc1)c1ccc(Cl)cc1,103,102,107,101,95,104,104,72,95
COC(=O)c1c(C(=O)OC)c2c3ccccc3c3ccccc3n2c1C(=O)C(F)(F)F,112,105,95,106,94,102,100,72,101

Further records:
mol,OVCAR-3,U251,SF-539,DU-145,SF-295,SNB-19,OVCAR-8,PC-3,SF-268
CC1=C(CCC(C)N)C(C)(C)CCC1 (configuration not stated),95,84,99,106,102,92,95,79,88
CC(=O)OCC1CSCC1COC(C)=O (configuration not stated),113,97,107,122,x,100,99,95,116
O=C(NCc1ccc(Cn2c(=O)sn(-c3ccccc3)c2=O)cc1)OCc1ccc2cccc(O)c2n1,-87*,9.0*,-92*,-92*,50,45,-0.1*,-69*,-46*
CCOC(=O)c1cc(C(=O)c2cc(OC)c(OC)c(OC)c2)n2ncccc12,-15*,15,-12*,24,14,39,30,21,48
N#Cc1c(-c2cccs2)cc(-c2ccccn2)[nH]c1=O,100,98,98,105,103,96,100,93,98
O=C(O)c1ccc(-n2cc(/C=N/Nc3ccc(F)c(Cl)c3)c(-c3cc4ccc(O)cc4oc3=O)n2)cc1,106,96,92,102,96,97,101,91,90
O=Cc1ccc(OCc2cn(Cc3ccccc3)nn2)cc1,108,100,110,104,98,106,98,105,99
COc1ccc(C2CC(c3cccc(Nc4ccncc4)c3)=NN2C=O)cc1 (configuration not stated),96,96,104,100,94,106,94,89,90
CCOC(=O)C(Cc1ccccc1)n1c(O)c(/C=N/c2ncc(Cc3ccc(Cl)cc3Cl)s2)sc1=S (configuration not stated),18,4.5*,15,26,-4.5*,19,2.7*,-16*,24
CC(=O)N1C(=S)NC(C)=C(C(=O)OCC(C)C)C1c1ccc2c(c1)OCO2 (configuration not stated),97,88,101,100,101,98,96,81,100

Only PC-3 (2 entries from above):
structure,PC-3
CC(=O)OCC1CSCC1COC(C)=O (configuration not stated),95
N#Cc1c(-c2cccs2)cc(-c2ccccn2)[nH]c1=O,93

Other entries follow:
mol,OVCAR-3,U251,SF-539,DU-145,SF-295,SNB-19,OVCAR-8,PC-3,SF-268
Cc1cc(N=Nc2cc(S(=O)(=O)O)c(N)cc2N)ccc1N=Nc1ccc2cc(S(=O)(=O)O)cc(S(=O)(=O)O)c2c1,107,104,101,103,103,105,101,101,111
O=C(NNC(=O)c1ccc(Cl)cc1Cl)c1ccc2ccccc2c1,118,99,104,118,85,102,109,89,107
COc1ccc2cc(C#Cc3ccc(-n4c(/C=C/c5cc(C)c(O)c(C)c5)nc5ccccc5c4=O)c(C)c3)ccc2c1,121,102,101,113,121,115,103,81,107
C=C(C)[C@@H]1CC[C@]2(C(=O)N3CCN(C)CC3)CC[C@]3(C)[C@H](CC[C@@H]4[C@@]5(C)CCC(=O)C(C)(C)[C@@H]5CC[C@]43C)[C@@H]12,74,70,74,83,103,82,87,55,77
N#CC1(C#N)C(/C=N/NC(N)=S)C(c2ccccc2)C1(C#N)C#N (configuration not stated),104,96,113,98,106,91,99,87,103
